mcGAS inh = mouse cGAS inhibition by luminescence. Q8C6L5. recombinant cGAS, Kinase-Glo ATP depletion luminescence. inhibition, % at 12.5 µM. 160,000 tested, 0.15% active. AID 1259399;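 note: 0% = negative control wells and 100% = reference inhibitor with no enzyme activity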
NPYLR7 ag = mosquito NPYLR7 agonism; HEK293T NPYLR7/Galpha15, GCaMP6s calcium fluorescence; activation, % at 10 µM; 270,000 tested, 0.15% active; in the data active = activation above about 40%;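 note: 0% = vehicle and 100% = reference agonist at the receptor; some compounds past the cut are filed as inactive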
hcGAS lum = human cGAS inhibition; AID 1259398; inhibition, % at 12.5 µM; 290,000 tested, 0.081% active; recombinant h-cGAS, ATP depletion, Kinase-Glo luminescence;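 note: 0% = vehicle reaction and 100% = reaction without DNA for no activity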
Target sequence (Q8N884 whole entry, looked up): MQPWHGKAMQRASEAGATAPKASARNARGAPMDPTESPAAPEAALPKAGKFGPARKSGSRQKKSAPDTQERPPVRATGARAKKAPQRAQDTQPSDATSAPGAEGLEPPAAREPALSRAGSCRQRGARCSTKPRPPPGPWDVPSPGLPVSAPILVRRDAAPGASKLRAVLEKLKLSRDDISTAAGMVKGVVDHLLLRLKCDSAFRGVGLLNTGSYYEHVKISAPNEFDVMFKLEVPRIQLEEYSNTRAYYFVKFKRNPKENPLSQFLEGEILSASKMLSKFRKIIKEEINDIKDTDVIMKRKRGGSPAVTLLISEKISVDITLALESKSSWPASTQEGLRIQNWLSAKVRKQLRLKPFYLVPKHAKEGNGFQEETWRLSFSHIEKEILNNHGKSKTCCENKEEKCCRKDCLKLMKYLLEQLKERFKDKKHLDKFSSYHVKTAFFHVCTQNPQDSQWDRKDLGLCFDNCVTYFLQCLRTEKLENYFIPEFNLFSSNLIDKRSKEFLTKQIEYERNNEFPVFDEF
Numbers without * were called inactive; . = not tested or not shown; & = joins results of further samples; ! = not active in a repeat. Cut-off read from the data, not from the text of the source, unless noted: active = inhibition above about 40%; inactive = the rest.

Results follow in this order: mcGAS inh, NPYLR7 ag, hcGAS lum
> CSc1ccccc1C(=O)C1CCCN(Cc2c(C)nn(C(C)C)c2C)C1 (stereo unspecified)
    -3.2, 3.2, 4.9
> CNN=Cc1cc(OC)c(O)c(OC)c1
    ., 11.2, -2.2
> CNS(=O)(=O)c1ccc(S(=O)(=O)N(C)CCOc2cc(C)cc(C)c2)cc1
    -18.2, 0.9, -3.0
> Cc1cccc(C(=O)Nc2nc(-c3ccc([N+](=O)[O-])cc3)cs2)c1
    -2.7, 1.2, -0.8
> O=C(O)c1nn(CCOc2cccc(Cl)c2)c(=O)c2ccccc12
    ., 12.0, -18.9
> CC(=O)c1cccc(S(=O)(=O)Nc2ccc3nc(N4CCCC4)sc3c2)c1
    -4.1, 13.3, -1.8
> Cc1ccnc(SCc2cc(=O)c(OC(=O)c3cccc(F)c3)co2)n1
    -5.0, -14.9, -2.2
> CC(NC(=O)C1Cc2ccccc2S1)c1ccccc1F (stereo unspecified)
    ., 6.0, -0.5
> CSc1nnc2c(n1)OC(C(=O)c1ccccc1)Nc1ccccc1-2 (stereo unspecified)
    -2.4, -9.5, -3.8
> COc1ccc(NC2CCCN(C(=O)c3ccc(Cl)cc3)C2)cc1 (stereo unspecified)
    ., 2.6, -7.2
> CCCc1cc(N2CCN(C(=O)c3ccco3)CC2)n2c(nc3ccccc32)c1C#N
    ., 6.0, -8.1
> C=CCOC(CN1CCN(C(=O)c2c(C)noc2C)CC1)c1cccc(N2CCCC2)c1 (stereo unspecified)
    -6.9, -3.4, -5.5
> O=C(Nc1ccc(F)c(Cl)c1)N1CCN(c2ccc(-c3ccco3)nn2)CC1
    -5.7, 2.7, -2.4
> CCOC(=O)CNS(=O)(=O)c1ccc(F)cc1Br
    -14.9, 3.4, -8.5
> CCN1CCCC1CN(CC1CCN(CCOC)CC1)C(=O)c1cc(C)n(C)n1 (stereo unspecified)
    ., 3.6, -0.9
> COc1cccc(CN2CCC(C(=O)NC(c3cnccn3)c3ccccc3C)CC2)c1 (stereo unspecified)
    1.3, -7.7, 0.5
> CCn1cc(C(=O)Nc2ccc3c(c2)OCO3)c2nn(-c3ccccc3)c(=O)c-2c1
    -8.7, 6.6, -4.5
> O=C(CCN1CCCC(CN2CCCCCC2)C1)N1CCOCC1 (stereo unspecified)
    ., 8.0, -7.1
> Cc1cccc(-n2nc(-c3ccccc3F)cc2C(=O)NCCc2ccc(Cl)cc2Cl)c1
    -3.9, ., -5.2
> CN1CC2(CCN(C(=O)CCc3nc4cccnc4n3C)C2)OC1=O (stereo unspecified)
    ., -0.9, 0.6
> Cc1ccccc1N1CCN(C2CCCN(c3ncnc4[nH]ccc34)C2)CC1 (stereo unspecified)
    ., 19.4, -2.8
> CN(C)C1(CNC(=O)C2CCN(S(=O)(=O)c3ccc4c(c3)CCCC4)CC2)CCCCCC1
    -3.3, 1.7, 1.2
> COc1ccc(-c2c(C)nn3c(NC(C)c4ccccc4)cc(C)nc23)cc1OC (stereo unspecified)
    -6.6, -2.0, -6.9
> CC(NC(=O)c1cccc(N2CCCS2(=O)=O)c1)c1ccccc1Br (stereo unspecified)
    ., -1.3, 2.3
> CCNC(=O)CNC(=O)c1c2c(nc3ccc(C)cc13)CCCC2
    ., -4.8, 0.6
> Cc1cc(S(=O)(=O)N2CCN(c3c(Cc4ccccc4)c(C)nc4ncnn34)CC2)c(C)cc1Cl
    -3.9, ., 4.3
> O=C(CSc1ccc(-c2ccccc2)nn1)N1CCCC1
    -7.2, -1.5, -7.4
> CN(C)c1ccc(-c2nc3cc(NC(=O)c4ccc(Cl)c(Cl)c4)ccc3o2)cc1
    -4.2, 5.0, 0.3
> O=C(O)c1cccnc1C(=O)O
    -3.7&10.9, 3.3, 53.5*!
> Cc1ccc(-c2cc(NS(=O)(=O)c3c(C)n[nH]c3C)n(C3CCS(=O)(=O)C3)n2)cc1 (stereo unspecified)
    -7.8, 0.5, -6.2
> O=C(c1csc(-c2cccnc2)n1)N1CC[C@H](CO)[C@H](O)C1
    -0.5, -0.8, -3.9
> CC(C)C(NC(=O)CSCCN1CCCC1)c1nccn1C (stereo unspecified)
    -5.9, ., -13.6
> COC(=O)c1ccccc1NC(=O)CNc1cc(Cl)ccc1N1CCCC1
    -20.0, 0.3, -9.9
> Cn1nc2c(c1NC(=O)Cc1ccc(F)cc1)CCC2
    ., 24.7, 0.5
> CCN(CC)C1CCN(CC(=O)N(C)C(C)c2ccc(F)cc2)CC1 (stereo unspecified)
    ., -1.1, -8.7
> C=CCNC(=O)Cn1cnc2c([nH]c3ccc(C)cc32)c1=O
    -5.6, ., -3.5
> Cc1cn2c(CO)c(C)nc2s1
    ., 9.2, -2.8
> Cc1nc(N2CCCC(C(=O)NCC3CC3)C2)c2cc[nH]c2n1 (stereo unspecified)
    ., -22.8, -10.0
> CN1c2ccccc2-c2nc3ccccc3n2C1c1ccco1 (stereo unspecified)
    ., 2.1, -7.2
> CCCn1cc(S(=O)(=O)c2ccc(OC)cc2)c(=O)c2cc(F)c(N3CCOCC3)cc21
    -8.4, -13.1, -5.3
> O=C(O)/C=C1\CCCc2ccccc2C1O (stereo unspecified)
    ., -10.3, -3.4
> CC(C)(C)c1ccc2oc(CNC(=O)c3cccnc3)nc2c1
    -12.3, 8.5, -4.5
> CCc1nnc(NC(=O)CSc2nc(=O)n(CCN(CC)CC)c3c2CCC3)s1
    -9.7, -1.7, 2.0
> COC(=O)[C@@H]1C[C@@H](N(C)C)CN1C(=O)c1cccnc1N1CCOCC1
    ., -5.3, -0.7
> Cc1cnc2c(C(=O)N[C@H]3C[C@H]4C(=O)N(C)CC(=O)N4C3)cnn2c1
    ., 4.0, -5.6

2 of these compounds, reformatted.
> CCN(CC)C1CCN(CC(=O)N(C)C(C)c2ccc(F)cc2)CC1 (stereo unspecified)
  mcGAS inh = . | NPYLR7 ag = -1.1 | hcGAS lum = -8.7

> C=CCNC(=O)Cn1cnc2c([nH]c3ccc(C)cc32)c1=O
  mcGAS inh = -5.6 | NPYLR7 ag = . | hcGAS lum = -3.5

Next results.
Results follow in this order: mcGAS inh, NPYLR7 ag, hcGAS lum
> CCCOc1ccc(F)cc1-c1cc(C(=O)NC2CCCCC2)[nH]n1
    -8.4, 3.0, -3.6
> Cc1sc2cc(C(=O)N3CCC(N4CCCCC4)CC3)[nH]c2c1CN1CCCCC1
    -5.6, ., -13.7
> Cc1nc(CC2CCN(C(=O)CCNS(C)(=O)=O)CC2)no1
    -0.8, ., 5.6
> CC(C)CN1C(=O)N(C)C2(CCN(Cc3cccn3-c3cccnc3)CC2)C1=O
    -12.5, 16.1, -5.4
> COc1ccc(F)c(F)c1CN1CCC(C(C)N2CCN(C)CC2)CC1 (stereo unspecified)
    -7.0, ., -13.6
> CCC(C)(C)NC(=O)c1ccc(-n2nc(-c3ccc(Cl)cc3)cc2N)cc1
    -4.9, 14.4, -7.7
> O=C(CSc1nc(Cl)cc(N2CCC3(CC2)OCCO3)n1)N1CCN(Cc2ccccc2)CC1
    -6.0, -6.3, -9.1
> CCn1c(=O)n(CC(=O)N(C)Cc2ccccc2O)c2ccccc21
    ., -4.4, -3.6
> O=C(Nc1ccc2c(c1)OCCO2)N1CCN(c2ccc(Nc3ccccn3)nn2)CC1
    ., 14.5, -3.9
> Cc1nc(N[C@H](CO)COCc2ccccc2)c2ccsc2n1
    ., 3.5, -9.9
> Cc1[nH]nc(C(N)=O)c1NC(=O)C(C)SCc1ccccc1 (stereo unspecified)
    ., 7.8, -10.9
> Cc1nc(S(=O)(=O)N(C)C[C@@]23CCC[C@H]2N(C)C(=O)CC3)cn1C
    -5.4, ., -9.3
> CN(C)S(=O)(=O)CCNC(=O)Cn1cc2ccccc2n1
    ., -1.1, -4.8
> O=C(Cn1c2ccccc2c(=O)c2ccccc21)NCc1ccc2c(c1)OCO2
    ., 17.6, -2.1
> CCOC(=O)CCNC(=O)c1ccc(-c2cc(-c3ccc(N4CCCCC4)cc3)n[nH]2)cc1
    0.6, 1.7, 2.1
> CS(=O)(=O)CCCN1CCN(c2ccccc2C#N)CC1
    -17.1, -1.1, -6.4
> CCc1cc(CNC(=O)CC2C(=O)NCCN2Cc2cccc(OC)c2)on1 (stereo unspecified)
    -4.5, -1.2, -1.9
> CCc1ccccc1NC(=O)N(Cc1cccc(OS(=O)(=O)CC)c1)C(C)CC (stereo unspecified)
    -5.0, -6.9, -7.1
> O=C(N1CCCCC1)C(O)(c1ccccc1)c1ccccc1
    -6.5, 3.4, -7.4
> Cc1cnc(CNC(=O)CCNC(=O)c2ccccc2F)cn1
    -11.6, 1.3, -5.5
> CC(C)(C)OC(=O)Nc1ccc(C(=O)N2CCC2)cc1
    ., 1.6, -12.4
> CCCc1nn(-c2cccc(C)c2)c(CCC)c1C(=O)NC1CC1
    -7.8, ., -0.4
> COc1ccc(CCCN(C)CCC(=O)Nc2ccc(C#N)cc2)cc1
    ., 3.9, -5.3
> Cc1cc(C(=O)N2CCc3ccccc3C2c2ccc(Cl)cc2)c(C)o1 (stereo unspecified)
    -12.7, 1.3, -9.5
> CCOC(=O)c1c(N)sc(C(C)=O)c1C
    -2.4, -11.4&1.0, -4.5&-2.1
> CCCCN1C(=O)C2ON(c3ccccc3)C(c3ccc(N(C)C)cc3)C2C1=O (stereo unspecified)
    -4.9, -7.1, -9.5
> COCc1c(Br)c(C)nc(OCC(=O)N/N=C\c2ccc(OCc3ccccc3)c(OC)c2)c1C#N
    -6.7, 14.7, -6.0
> Clc1ccccc1C(c1ccccc1)(c1ccccc1)n1ccnc1
    -4.2&-0.5, -5.2&-11.6&0.1&2.4, -1.9&-4.7&-3.4&4.0
> Cc1nonc1OC(C)CNc1ccc([N+](=O)[O-])c(NCCOc2ccccc2)c1 (stereo unspecified)
    -2.1, -7.1, 1.6
> N#Cc1ncn(CCNC(=O)OCC(F)(F)F)n1
    ., 9.3, -7.3
> CCOc1ccc(-n2ccnc(SCC(N)=O)c2=O)cc1
    -5.6, -1.3, -4.4
> CCOC(=O)C1(C)CCN1C(=O)c1ccccc1Br (stereo unspecified)
    ., 0.7, -15.5
> CC(C)(C)c1c[n+](-c2ccccc2)c2n1CCS2
    ., 4.0, -5.4
> CO[C@@H](C(=O)N[C@H]1C[C@H]2CN(C)CCN2C1)c1ccccc1
    ., 5.9, -3.2
> COCCN(CC(=O)N(Cc1cccn1Cc1ccccc1Cl)C1CCCCC1)C(=O)c1ccc(Br)cc1
    0.2, -4.1, -1.5
> N#Cc1ccc(C(F)(F)F)nc1N1CC(n2ccnc2)C1
    -17.0, 1.0, -7.8
> CC(=O)Nc1ccc(S(=O)(=O)Nc2ccc3c(c2)CCC(=O)N3)c(C)c1
    ., 5.7, -4.8
> Cc1ccc(-n2ncc(C(=O)N3CCC(OCCCO)CC3)c2C2CC2)cc1Cl
    ., -3.6, -0.8
> C=CCn1c(-c2cccnc2)n[nH]c1=S
    -6.0, 1.1, -9.5
> COCCN1CC2=C(C1=O)C(c1ccc(F)cc1)NC(=O)N2C (stereo unspecified)
    -6.0, -4.9, -5.0
> CC(=O)Nc1ccc(NC(=O)CCc2nc(-c3ccc(Cl)cc3)no2)c(C(F)(F)F)c1
    ., 4.8, -3.8
> Cc1cc(C)c(S(=O)(=O)N(CC(=O)N2CC(=O)N(c3ccc(Cl)cc3)C2)C(C)C)c(C)c1
    -5.2, 4.2, -3.5
> COc1cccc(OCC2c3ccsc3CCN2C(=O)CN(CC2CCCO2)C(=O)c2ccc3c(c2)OCO3)c1 (stereo unspecified)
    -6.0, -4.5, -3.8
> Cc1cccc(NC(=O)C2(c3cccs3)CCOCC2)n1
    -6.1, -12.5, -3.7
> CS(=O)(=O)NCC1CCCCN1S(=O)(=O)c1ccccc1F (stereo unspecified)
    -6.6, 12.3, -14.3

A stretch from the list above:
Results follow in this order: mcGAS inh, NPYLR7 ag, hcGAS lum
> CCOC(=O)C1(C)CCN1C(=O)c1ccccc1Br (stereo unspecified)
    ., 0.7, -15.5
> CC(C)(C)c1c[n+](-c2ccccc2)c2n1CCS2
    ., 4.0, -5.4
> CO[C@@H](C(=O)N[C@H]1C[C@H]2CN(C)CCN2C1)c1ccccc1
    ., 5.9, -3.2

Remaining list, next part
Results follow in this order: mcGAS inh, NPYLR7 ag, hcGAS lum
> CCCCn1c(N)cc(=O)n(C)c1=O
    -0.4, 5.2, -0.8
> CCCOc1ccnc2c1c(=O)n(CC#N)c(=O)n2C
    ., -5.8, -10.8
> Cn1c(NCCN(CCO)CCCc2ccc([N+](=O)[O-])cc2)cc(=O)n(C)c1=O
    ., -12.2, -3.7
> COCCOc1ccc(NS(=O)(=O)c2cn(C)c(Cl)n2)cn1
    ., 99.0*, -9.2
> O=C(Cc1ccncc1)N1CCc2[nH]nc(-c3cccc4ccccc34)c2C1
    ., 3.2, -6.6
> Cc1cc(C)nc(CN2CCC3(CCCO3)CCC2=O)n1 (stereo unspecified)
    -15.6, 15.4, -5.1
> C=CCC(=O)N(Cc1ccccc1OCC)C1CC1
    ., 14.3, -5.1
> Cn1c(NC(=O)c2cccc(Cl)c2)cc(=O)n(C)c1=O
    -7.0, 3.5, -10.0
> CN(Cc1cn2ccsc2n1)c1ccccc1F
    ., 0.4, -8.1
> CCCn1cnc2c(c1=O)c1nc3ccccc3nc1n2Cc1ccccc1
    ., 1.2, -9.3

Assay outcomes deposited in PubChem BioAssay by Fisher Drug Discovery Resource Center.
